# PfM18AAP inh – PfM18AAP inhibitors, malaria aminopeptidase, primary screen, biochemical, QFRET, recombinant enzyme. AID 1822, 2009. 1.2% of 290,000 active. inhibition, % at 7.35 µM. H-Glu-NHMec fluorogenic cleavage;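 active = inhibition above the campaign mean inhibition over all tested compounds plus 3 SD, cut at about 28% in these data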;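 also: 0% = plate median of test compound wells and 100% = 2 mM ZnCl2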
# PHOSPHO1 block – PubChem AID 1565. recombinant PHOSPHO1, absorbance phosphatase assay. inhibition, % at 13.3 µM. Phosphoethanolamine/phosphocholine phosphatase (Homo sapiens), Q8TCT1. 1.1% of 290,000 active; in the data active = inhibition above about 60%
# Target sequence (Q8TCT1 whole entry, looked up): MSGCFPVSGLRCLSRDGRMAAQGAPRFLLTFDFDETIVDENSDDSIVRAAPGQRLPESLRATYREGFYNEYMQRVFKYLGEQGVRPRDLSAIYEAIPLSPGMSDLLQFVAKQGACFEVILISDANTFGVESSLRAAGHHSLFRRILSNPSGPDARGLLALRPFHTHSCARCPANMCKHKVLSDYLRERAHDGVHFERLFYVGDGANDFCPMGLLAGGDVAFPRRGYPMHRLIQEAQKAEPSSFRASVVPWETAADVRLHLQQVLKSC
# IMP-1 inh – IMP-1 metallo-beta-lactamase inhibitors, primary screen, biochemical, epi-absorbance readout, Pseudomonas aeruginosa enzyme; metallo-beta-lactamase IMP-1 (Pseudomonas aeruginosa); purified IMP-1, nitrocefin hydrolysis, epi-absorbance fluorescence; inhibition, % at 5.6 µM; 0.45% of 290,000 active; AID 1556, 2009;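 active = inhibition above the mean plus 3 SD of all compounds in the same screening run, cut at about 4.5% in these data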;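 also: 0% = IMP-1 with DMSO and 100% = DMSO wells lacking enzyme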
#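 System: Purified IMP-1 | Read-out basis: Percent enzyme inhibition | Controls: IMP-1 with DMSO as 0%, enzyme-free DMSO as 100% | Replicates: One well per compound | Doses: 5.6 µM nominal single concentration | Detection: Epi-absorbance fluorescence, 480 nm excitation, 530 nm emission | Incubation: 25 °C, 15 min preincubation, 25 min reaction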
# IDE cell inh – human IDE inhibitors in live cells, primary screen, fluorescence polarization, HEK cells, FAbetaB substrate | FAbetaB cleavage | 0.41% of 320,000 active | inhibition, % at 5.59 µM;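 active = percent inhibition above the average of all tested compounds plus 3 SD, set per screening campaign, cut at about 16% in these data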;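 also: IDE supplied by intact live HEK cells; FP after avidin binding of uncleaved biotin substrate so inhibition keeps polarization high; 0% = DMSO wells and 100% = 60 µM reference IDE inhibitor Ii1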
# IDE act – human IDE activators in live cells, primary screen, fluorescence polarization, HEK cells, FAbeta-B substrate; FAbeta-B cleavage; 0% vehicle, 100% cell-free pure enzyme wells; Insulin-degrading enzyme (Homo sapiens), P14735; activation, % at 5.96 µM; 0.073% of 340,000 active;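 active = activation above the mean of all tested compounds plus 3 SD, set per screening campaign, cut at about 17% in these data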
# p-CIP stab down – p/CIP-EGFP fusion destabilizers, primary screen, fluorescence, F442A cells; Q05BA5; 16 h; decrease of EGFP signal, % at 10 µM; 0.01% of 290,000 active; AID 1984, 2009;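 active = EGFP signal decrease of at least 30% at 10 µM or well 3 SD below plate mean, unless failing retest; inactive = the rest, including hits failing retest or dose response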; also: some compounds called inactive have numbers as strong as hits; many of its hits are not listed in these tables
# GPR7 antag – GPR7 receptor antagonists, primary screen, cell-based, fluorescence, single concentration; Neuropeptides B/W receptor type 1 (Homo sapiens), P48145; GPR7-expressing cells, fluorescence antagonist assay; inhibition, % at 4.4 µM; 1.1% of 290,000 active; AID 1861, 2009; in the data active = inhibition above about 16%, passing the limit was not always enough;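 also: cells stimulated with the agonist NPW; 0% = agonist with vehicle and 100% = vehicle without agonist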
# Target sequence (P48145 whole entry, looked up): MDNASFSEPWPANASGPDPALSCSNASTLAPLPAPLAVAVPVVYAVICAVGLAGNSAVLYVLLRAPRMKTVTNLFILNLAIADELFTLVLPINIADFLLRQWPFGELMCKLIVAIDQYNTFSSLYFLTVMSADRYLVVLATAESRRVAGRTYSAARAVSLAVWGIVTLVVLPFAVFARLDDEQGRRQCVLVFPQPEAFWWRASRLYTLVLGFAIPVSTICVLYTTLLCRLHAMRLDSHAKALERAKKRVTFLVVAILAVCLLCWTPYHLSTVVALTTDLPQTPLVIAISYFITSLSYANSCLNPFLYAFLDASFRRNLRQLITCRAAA
# VIM-2 inhibitor – VIM-2 metallo-beta-lactamase inhibitors, primary screen, biochemical, epi-absorbance readout, Pseudomonas aeruginosa enzyme; purified VIM-2, nitrocefin hydrolysis, epi-absorbance fluorescence; inhibition, % at 5.6 µM; 0.89% of 290,000 active;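 active = inhibition above the mean of all tested compounds plus 3 SD, cutoff set per screening run, cut at about 7.5% in these data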;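 also: red hydrolysis product quenches plate fluorescence so inhibitors raise well fluorescence; 0% = enzyme with DMSO and 100% = DMSO without enzyme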
# NALP1 inh – NALP1 inflammasome inhibitors in reconstituted yeast, colorimetric, S. cerevisiae, triplicate retest. S. cerevisiae NALP1/ASC/caspase-1 growth, X-gal OD620, 72 h. inhibition, % at 10 µM. 0.61% of 280,000 active; in the data active = inhibition mostly above about 24%, no sharp cut-off; inactive = mostly below about 32%; also: some compounds called inactive have numbers as strong as hits
# * = called active by the depositor; . = not tested or not shown. Random draw from the library. About 5.3% of those tested had a hit in this group.
p-CIP stab down	VIM-2 inhibitor	NALP1 inh	IMP-1 inh	PHOSPHO1 block	IDE cell inh	GPR7 antag	PfM18AAP inh	IDE act	molecule
6	-3.3	14	2.1	20	2	-10	-5	6	CNC(=O)c1sccc1-n1cccc1
-9	-1.2	0	-1.1	0	-1	-10	1	4	O=C(Nc1ccc(F)cc1)N1CCCCCC1
16	-3.7	10	-2.5	-16	2	-10	5	-2	Oc1c(N=NC(=S)Nc2ccccc2F)c2ccccc2n1Cc1ccccc1F
-7	-0.4	6	0.6	23	2	-2	-12	5	O=C(CN(CCc1ccccc1)C(=O)CNS(=O)(=O)c1ccc(F)cc1)NCC1CCCO1 (stereo unspecified)
0	-1.9	-8	-3.4	-11	4	-2	3	-5	COc1cccc(-c2nn(C)c3sc(C(=O)NCc4ccc5c(c4)OCO5)cc23)c1
12	-1.8	24	-2.7	5	-6	11	20	6	COc1cccc(/C=N/NC(=O)c2cnccn2)c1
-9	-1.6	9	-1.7	34	-1	1	-7	-1	Cn1c(SCC(=O)NC2CCCCC2)nnc1-c1cc2cc(Cl)ccc2o1
-11	-1.3	34	-1.2	29	-3	-2	1	2	CCCCN(CCCC)C(=O)/C=C/c1cccc([N+](=O)[O-])c1
-17	-2.4	6	-2.1	-29	0	-6	0	2	Nc1nnnn1CC(=O)N/N=C/c1cccs1
-15	-3.0	12	-1.8	23	3	-10	1	7	CN1CCN(/N=C/c2ccc(C#N)cc2)CC1
-4	-2.7	3	-1.9	32	-2	-2	-4	1	Oc1ccc(Cc2ccc(Cl)cc2)c(O)c1
-10	-0.8	-2	-0.6	42	3	17	16	-5	CCc1cccc(C)c1NC(=O)Nc1ccc2c(c1)OCO2
-7	-2.5	19	-0.6	-12	.	7	1	0	Cc1ccc(C)c(NC(=O)CCC(=O)NN=C2CCCC2)c1
1	-4.6	-28	0.0	-13	-2	-11	1	-3	Cc1ccc(S(=O)(=O)c2nc(S(C)(=O)=O)sc2NCC2CCCO2)cc1 (stereo unspecified)
-2	0.1	22	-0.3	11	6	3	-1	4	CC(=O)c1ccc[n+](CC(=O)NC(C)c2ccccc2)c1 (stereo unspecified)
4	-4.1	9	-1.6	-4	-8	-16	2	9	COC(=O)C1=C(NC(=O)c2ccc(Br)cc2)CCS1
-1	-3.6	18	-1.7	16	4	1	9	7	O=C(NNc1ncc(C(F)(F)F)cc1Cl)c1c(Cl)cccc1Cl
-8	-4.1	-6	-1.7	27	-1	-1	1	3	Cc1ccc(NC(=O)C2CCCN2C(=O)OCc2ccccc2)c(O)c1 (stereo unspecified)
-1	-0.3	.	-2.0	4	5	-2	-3	5	CCCCCSc1nnc(N)s1
3	-0.8	8	-1.2	18	3	-6	-3	-1	COCc1cc(C)nc2sc(C(=O)NCCO)c(-n3cccc3)c12
5	-2.5	1	-3.0	5	0	2	2	0	Cc1cc(NC(=O)CN2C(=O)C3CC=CCC3C2=O)no1 (stereo unspecified)
-20	-4.9	14	0.8	45	-2	-6	-1	0	COC(=O)c1cc2c(ccn2C)n1C
0	-2.4	11	-4.3	30	12	0	0	-4	Cc1ccc(C(=O)NCCNC(=O)CN2CCOCC2)cc1
-13	-0.7	9	-1.1	20	3	3	-5	3	Cc1ccc(-n2nc3ccc(NC(=O)/C=C/c4ccco4)cc3n2)cc1C
-1	-4.0	-2	-0.9	42	0	-9	6	3	O=C(CSc1nc(C2CC2)nc2ccccc12)Nc1ccccc1Cl
-8	-4.0	32	-0.6	-7	2	7	-2	0	CCOc1ncccc1C(=O)OCC(=O)Nc1ccc(-c2nc3ccc(C)cc3s2)cc1
-8	-3.2	1	-4.3	41	2	-19	4	7	CN(CCCNC(=O)c1ccc(/C=N/O)nc1)CCCN(C)Cc1ccccc1
-19	-1.5	0	-1.4	39	-1	7	-13	7	CCOc1ccc(S(=O)(=O)N2CCC(C(=O)NCC3CCCO3)CC2)cc1Cl (stereo unspecified)
-8	-2.2	14	-3.1	45	-1	-6	-8	-3	O=C(NCc1cccc(Cl)c1)c1ccco1
-15	-1.3	-10	-2.4	7	3	-13	-4	2	CC(C)COC(=O)C(N)C(C(=O)OCC(C)C)c1ccccc1 (stereo unspecified)
5	-5.2	11	-2.9	-3	2	-14	0	0	Cc1c(Cl)cccc1NC(=S)N=Nc1c(O)n(CN2CCOCC2)c2ccccc12
-9	-1.7	23	-3.4	7	7	27*	-7	-5	Cc1cc(NC(=O)COC(=O)c2oc3c(Cl)cccc3c2C)no1
-4	-3.7	.	-5.3	-36	8	3	10	1	COc1cccc(Cc2n[nH]c(=S)n2Cc2ccco2)c1
-8	-1.9	15	-1.3	16	7	-15	7	1	N#CCSc1nc2sccc2c(=O)n1-c1ccccc1
0	-0.3	24	-2.6	14	0	-3	-1	-1	CCOC(=O)C1CCN(CCC(=O)Nc2cccc(Cl)c2)CC1
-35	-3.8	2	-1.0	25	2	11	1	0	COc1ccc(NS(=O)(=O)c2ccc3oc(SC(C)C(N)=O)nc3c2)cc1 (stereo unspecified)
0	14*	19	-1.4	29	3	7	-4	5	NC(=O)C1CCN(C(=O)COc2ccc3c4c(c(=O)oc3c2)CCC4)CC1
-7	-2.6	-11	-4.3	.	8	-12	0	4	Cc1cc(N)ccc1NC(=O)CN1CCOCC1
4	2.0	18	-1.3	32	-4	-14	-5	3	CCn1cc(Cl)c(C(=O)Nc2ccc3c(c2)OCCO3)n1
-2	-3.7	16	-1.3	17	-3	-12	2	0	O=C(NCc1ccc(Cl)cc1)c1ccccc1Oc1ccccc1
3	0.8	3	-1.4	52	3	-4	-9	-7	COc1ccc(/C(C)=N/NC(=O)c2ccc(CSc3cccc4cccnc34)cc2)cc1OC
4	-1.6	8	-0.7	-4	3	-10	-1	3	C=CCNc1nc(C2(C)CC3(CC(C)(C)OC3=O)C(=O)O2)cs1 (stereo unspecified)
-7	-2.1	27	-0.8	16	0	-6	-5	-1	O=C(NCCCN1CCOCC1)c1ccc(Br)s1
3	-0.1	21	1.2	29	-1	10	-5	-1	COc1ccc(C)cc1S(=O)(=O)NC(C)C(=O)NC1CC1 (stereo unspecified)
3	0.8	-16	-0.9	-10	-5	4	6	5	Cn1c(C2=C(O)CN(c3ccccc3)C2=N)nc2ccccc21
-4	-1.9	35	-2.1	-3	4	-3	-2	0	CCc1nnc(NC(=O)CCC(=O)N2CCN(C3c4ccccc4-c4ccccc43)CC2)s1
-1	-3.1	16	-2.1	-1	-5	-13	3	-1	COc1ccc(Cl)cc1NC(=O)CN(C)CC(=O)Nc1ccc(C)cc1Br
-1	-1.3	11	-1.6	25	3	-4	2	4	O=C(CSCc1ccccc1)NCCc1ccc(F)cc1
-2	-5.2	39	-0.8	16	0	-5	10	-3	O=C(N/N=C/c1ccc(N2CCCCC2)o1)c1ccccc1[N+](=O)[O-]
4	0.8	22	-1.3	14	-5	-16	-5	0	O=C(CC(C(=O)O)c1ccc(Cl)cc1)c1ccc(Br)cc1 (stereo unspecified)

# Four compounds from above, sorted by length of the SMILES, low to high.
p-CIP stab down	VIM-2 inhibitor	NALP1 inh	IMP-1 inh	PHOSPHO1 block	IDE cell inh	GPR7 antag	PfM18AAP inh	IDE act	molecule
-9	-1.2	0	-1.1	0	-1	-10	1	4	O=C(Nc1ccc(F)cc1)N1CCCCCC1
-17	-2.4	6	-2.1	-29	0	-6	0	2	Nc1nnnn1CC(=O)N/N=C/c1cccs1
0	-2.4	11	-4.3	30	12	0	0	-4	Cc1ccc(C(=O)NCCNC(=O)CN2CCOCC2)cc1
4	0.8	22	-1.3	14	-5	-16	-5	0	O=C(CC(C(=O)O)c1ccc(Cl)cc1)c1ccc(Br)cc1 (stereo unspecified)

# Some entries already given, reduced to IDE cell inh and GPR7 antag:
canonical_smiles	IDE cell inh	GPR7 antag
Cc1cc(N)ccc1NC(=O)CN1CCOCC1	8	-12
CCOc1ccc(S(=O)(=O)N2CCC(C(=O)NCC3CCCO3)CC2)cc1Cl (stereo unspecified)	-1	7
NC(=O)C1CCN(C(=O)COc2ccc3c4c(c(=O)oc3c2)CCC4)CC1	3	7
CCn1cc(Cl)c(C(=O)Nc2ccc3c(c2)OCCO3)n1	-4	-14

# Following part.
p-CIP stab down	VIM-2 inhibitor	NALP1 inh	IMP-1 inh	PHOSPHO1 block	IDE cell inh	GPR7 antag	PfM18AAP inh	IDE act	molecule
9	0.9	18	2.3	14	-7	-5	4	2	COc1cc(CCC(=O)NCC2CCCO2)cc(OC)c1OC (stereo unspecified)
-5	-3.4	22	-3.1	6	5	-5	7	-1	COc1ccccc1-c1nc(C#N)c(N2CCc3ccccc3C2)o1
12	-1.4	1	-2.8	46	-2	-20	-2	.	O=C(NCc1ccc2c(c1)OCO2)c1ccc(S(=O)(=O)N2CCOCC2)cc1
-6	-0.5	4	-2.0	-27	5	-1	-9	4	CC(C)(C)c1ccc(-c2c(C#N)c(N)nc3c2CCCC3)s1
-10	-0.8	-14	-3.6	34	3	5	7	3	CCC(=O)c1ccc(OCCn2cnc3ccccc32)cc1

# Source: PubChem (several laboratories)
